# Compound activity (PubChem)
# p53ts 39C kill: cytotoxicity in p53ts cells at nonpermissive temperature; 1.5% of 130,000 active; Potency, µM (top dose mostly 46.1 µM), without a hit: at the top dose activity change, negative = cell killing, most hits filed as cytotoxic; H1299-p53A138V viability at 39C, ATP luminescence, 24 h; also: nearly all actives have a fitted effect of over 55% in size
# IkB signaling: IkB pathway inhibition in ABC-DLBCL cells. ABC-DLBCL IkBa-CBG/CBR dual luciferase ratio, 4 h; response scale: scaled: untreated 0%, proteasome inhibitor 100%. Potency, µM (doses to about 57.1 µM), without a hit: at the top dose IkBa stabilization activation. 0.04% of 110,000 active. AID 445; active = well fitted curve in the direction sought with a large enough effect in the signal ratio, not every such curve was filed as active; inconclusive = small, poorly fitted or top-dose-only effect, or a change in a side signal; the % refers to the signal ratio;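 also: the direction sought is a rising ratio; 0% = basal untreated cells and 100% = reference inhibitor full response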
#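 Curves were fitted separately to fusion (green), unfused (red) and ratio luminescence, then classed by r2, magnitude and activity. Cells: OCI-Ly3, 4 h compound plus doxycycline at 37C; 10 uM MG-132 defined full response.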
# p53ts 32C kill: cytotoxicity in p53ts cells at permissive temperature; H1299-p53A138V at 32C, ATP luminescence viability, 24 h; Potency, µM (highest dose often 46.1 µM), for the others: top-dose activity change, negative = cytotoxicity, hits mostly cytotoxic; 0.93% of 130,000 active;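 also: 0% = DMSO and -100% = full killing by reference compound; nearly all actives have a fitted effect of over 55% in size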
#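 Cells: H1299 p53ts (A138V), 600/well, pre-incubated 16–30 h at 37C. Cpd up to 46 uM, 24 h, 32C. Readout: ATPlite luminescence, 20 min RT. Normalization: DMSO vs tamoxifen 100 uM. AC50 by Hill equation.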
# Imprint erasure: genomic imprint erasure induction; mouse ES Peg3-LacZ reporter, beta-gal luminescence, 40 h; Potency, µM (titrated, usually from 60.7 µM), inactives show at the top dose activity change, positive = activation, usual class: activators; 0.02% of 110,000 active; AID 1948;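 also: 0% = negative control wells on the plate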
#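 Readout: BetaGlo luminescence (5 min, room temp) for LacZ from the normally silent maternal Peg3 allele in female Peg3LacZ-Neo ES cells. Cells 300/well, 40 h, 37C, 5% CO2. Data normalized per plate to negative controls.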
# * hit, by the source's call; ? = inconclusive; · = not tested or not shown; & = joins results of further samples; [ ] = dose if it differs, or a comment. Unless noted, calls follow the shape of the dose curve; as a rule, active = well fitted curve in the direction sought with a large enough effect; inconclusive = small, poorly fitted or top-dose-only effect, or another doubt; inactive = no such curve, though single readings can be large; an effect the other way counts as inactive or inconclusive. Unless noted, % is scaled to controls: 0 for no effect and ±100 for the full control effect; potency is read from the fitted curve at half-maximal effect.
# Preview (4 entries):
# Under each structure – p53ts 39C kill | IkB signaling | p53ts 32C kill | Imprint erasure
> Cc1ccc2cccc(NC(=O)c3ccc(-c4cccc(Cl)c4)o3)c2n1
 : 19.0% | 1.1% | -4.0% | 11.8%[10.9 µM]
> Cc1ccc(S(=O)(=O)NCCSc2nnnn2-c2cc(C)ccc2C)cc1
 : -2.9% | -2.7% | 5.2% | -8.2%
> Cc1[nH]c2ccccc2c1/C=N/NC(=O)CNC(=O)c1ccc2c(c1)OCO2
 : -26.0% | · | ? | ·
> CC(C)(C)OC(=O)N1CCC(c2c(C(=O)NCCN3CCOCC3)cnn2-c2cccc(Cl)c2)CC1
 : 11.1% | ? | 6.5% | 24.2%[10.9 µM]

# Results, previewed entries included:
# Under each structure – p53ts 39C kill | IkB signaling | p53ts 32C kill | Imprint erasure
> Cc1ccc2cccc(NC(=O)c3ccc(-c4cccc(Cl)c4)o3)c2n1
 : 19.0% | 1.1% | -4.0% | 11.8%[10.9 µM]
> Cc1ccc(S(=O)(=O)NCCSc2nnnn2-c2cc(C)ccc2C)cc1
 : -2.9% | -2.7% | 5.2% | -8.2%
> Cc1[nH]c2ccccc2c1/C=N/NC(=O)CNC(=O)c1ccc2c(c1)OCO2
 : -26.0% | · | ? | ·
> CC(C)(C)OC(=O)N1CCC(c2c(C(=O)NCCN3CCOCC3)cnn2-c2cccc(Cl)c2)CC1
 : 11.1% | ? | 6.5% | 24.2%[10.9 µM]
> O=C(NCCc1ccccc1)C1CCN(Cc2cc3ccccc3n2Cc2ccccc2)CC1
 : -7.6% | ? | 3.0% | -26.8%[10.9 µM]
> c1ccc(CCc2ccccc2-c2nc(-c3cccnc3)no2)cc1
 : -22.9% | -2.2% | 2.4% | -21.5%
> CCOc1ccc(OCC)c(NC(=O)C2CCN(S(=O)(=O)c3cnc[nH]3)CC2)c1
 : -4.7% | -0.2% | 0.1% | 4.1%
> O=C(NC1CCCCC1)C(c1ccncc1)N(Cc1ccc2c(c1)OCO2)C(=O)c1cnsn1 (stereo unspecified)
 : 12.8% | · | 6.6% | ·
> O=C(OCC(=O)N1CCN(c2ccccc2)CC1)C1=COCCO1
 : -6.4% | -0.4% | 1.9% | -7.0%
> Cc1cc(-n2c(C)nc3ccccc3c2=O)ccc1NC(=O)C(F)(F)F
 : 15.8% | 3.5% | -0.1% | 3.4%[10.9 µM]
> Cc1cccc2sc(NC(=O)Cn3cccc3)nc12
 : -4.4% | 2.8% | -1.9% | -7.8%
> CCCCNS(=O)(=O)c1ccc(OC)c2ncccc12
 : 12.1% | 2.1% | 6.9% | -6.1%
> CCOC(=O)c1sc(NC(=O)c2ccncc2)nc1C
 : -0.5% | · | -0.3% | ·
> Cc1nn(Cc2ccccc2)c(C)c1NC(=O)c1cc(C(C)C)on1
 : 16.2% | ? | 10.7% | -8.3%[10.9 µM]
> CCCNS(=O)(=O)c1ccc(OCC(=O)Nc2ccccc2F)cc1
 : 3.7% | 1.1% | 1.9% | -18.6%
> COc1ccc(OC)c(C(=O)c2coc3ccc(O)cc23)c1
 : 11.1% | -1.0% | 18.9% | -13.3%
> COc1ccc(Cl)cc1NC(=O)NC(C)c1ccncc1 (stereo unspecified)
 : -1.5% | 1.5% | -3.1% | 3.7%
> COc1ccccc1CNC(=O)CCNS(=O)(=O)c1ccc2c(c1)CCCC(=O)N2
 : 21.1% | ? | 1.0% | 12.6%[10.9 µM]
> CCCc1nc(SCc2ccccn2)c2c(=O)n(C)c(=O)n(C)c2n1
 : -0.1% | 5.7% | 2.6% | -49.1%[inhibitor]
> CCS(=O)(=O)N1CCN(C(C)CCc2ccccc2)CC1 (stereo unspecified)
 : 5.1% | -0.1% | 6.2% | -12.7%
> COc1ccc(CN2C(=O)[C@@H]3C(c4ccccc4Cl)=NO[C@@H]3C2=O)cc1
 : 8.8% | 1.5% | 0.4% | 1.2%
> CCOC(=O)c1c(-c2ccccc2)oc2ccc(N(C(C)=O)S(=O)(=O)c3ccc(C)cc3)cc12
 : -20.9% | ? | 14.2% | -6.2%[10.9 µM]
> CCCOC(=O)CCCC[C@H]1SC[C@@H](NC(=O)OC)[C@H]1NC(=O)OC
 : -6.2% | · | -2.9% | ·
> CCOC(=O)c1cn(CC(=O)Nc2ccc(OC)cc2OC)nn1
 : 2.1% | 0.1% | 9.5% | -5.6%[10.9 µM]
> COC(=O)c1c(-c2ccc(Cl)cc2)noc1N1CCN(c2cc(C)ccc2C)CC1
 : -17.8% | ? | 1.7% | -5.0%[10.9 µM]
> COc1ccc(NC(=O)CSc2nnc(-c3nonc3NC(C)=O)n2C)cc1Cl
 : -15.8% | -0.4% | -3.7% | 14.5%[10.9 µM]
> Cc1ccc(C2c3[nH]c4ccccc4c3CCN2C(=O)CSc2ccccc2)cc1 (stereo unspecified)
 : -7.9% | ? | 7.0% | -7.4%[10.9 µM]
> COCC(=O)Nc1ccc(C(N)=O)cc1
 : -11.9% | -0.5% | -6.1% | -12.6%
> CC1=CC(C)(C)NC(=S)N1c1cccc2ccccc12
 : 23.5% | · | 15.6% | ·
> COC(=O)c1ccc(NC(=O)CN(C)S(=O)(=O)c2ccc3c(c2)CCCC(=O)N3)cc1
 : -12.5% | ? | -7.5% | 14.6%[10.9 µM]
> Clc1ccc(N2CCN(Cc3c[nH]c4ncccc34)CC2)cc1
 : -7.8%&-10.2% | ? | -3.7%&-6.7% | -14.7%&-18.8%
> O=C(C1CC1)N1CCN(c2nc3c(F)cc(F)cc3s2)CC1
 : -20.2% | 4.4% | -3.7% | -9.7%[10.9 µM]
> COCCN1CCN(c2c3c(nc4cc(-c5cccc(F)c5)nn24)CCC3)CC1
 : -7.0% | · | -3.2% | ·
> O=C1CCCC2=C1C(c1cccc(Br)c1)n1nc(-c3ccco3)nc1N2 (stereo unspecified)
 : -7.8% | -1.0% | -1.7% | -4.5%
> COC(=O)c1ccc2c(=O)n(CCc3ccc(S(N)(=O)=O)cc3)c(SCC(=O)C(C)(C)C)nc2c1
 : -1.1% | 1.1% | -7.7% | -18.2%[10.9 µM]
> CC(C)c1nc2ccc(C(=O)NCCCN3CCN(c4ccccc4F)CC3)cc2o1
 : -10.1% | 0.9% | -14.1% | -11.4%[10.9 µM]
> Cc1cc(C)n(-c2nc(C)nc(N)n2)n1
 : 4.6% | 1.1% | -7.1% | -20.9%
> CC1=C(C)CC(C(=O)Nc2cccc(Cl)c2)C(C(=O)O)C1 (stereo unspecified)
 : 8.7% | 12.2% | 0.2% | -5.8%
> COc1ccc(NC(=O)CN2CCN(S(=O)(=O)c3ccc(Cl)cc3)CC2)cc1Cl
 : -2.0% | · | 3.0% | ·
> CC1CCC(Nc2ncnc3onc(-c4ccc(Cl)cc4)c23)CC1 (stereo unspecified)
 : -4.5% | -0.9% | 6.5% | 20.2%[10.9 µM]

# Brought forward from above: 2 compounds; new compounds follow.
# Under each structure – p53ts 39C kill | IkB signaling | p53ts 32C kill | Imprint erasure
> COc1ccc(NC(=O)CN2CCN(S(=O)(=O)c3ccc(Cl)cc3)CC2)cc1Cl
 : -2.0% | · | 3.0% | ·
> CC1CCC(Nc2ncnc3onc(-c4ccc(Cl)cc4)c23)CC1 (stereo unspecified)
 : -4.5% | -0.9% | 6.5% | 20.2%[10.9 µM]
> CC1CN(c2nc3ccccc3nc2C(C#N)C(=O)OC2CCCCC2)CC(C)O1 (stereo unspecified)
 : -2.3% | -1.9% | 0.8% | -5.2%
> COc1ccc(C(C)=O)cc1CSc1nc(NCc2ccccc2)c2ccccc2n1
 : -6.6% | -0.5% | -3.3% | -11.6%[10.9 µM]
> CC(=O)N1CCc2cc(Br)cc(S(=O)(=O)CCC(=O)N3CCN(c4ccccc4Cl)CC3)c21
 : -9.7% | ? | 1.1% | -8.7%[10.9 µM]
> CCc1cccc(NC(=O)CCS(=O)(=O)c2cc3c4c(c2)CCN4C(=O)CC3)c1
 : -10.9% | -1.6% | -2.0% | 3.7%[10.9 µM]
> O=C(NC1CCCCC1)N(CCN1CCCC1)Cc1cc2cc3c(cc2[nH]c1=O)OCCO3
 : -10.0% | -0.5% | 2.4% | -7.4%
> COc1ccc(-n2cc(-c3ccccc3)c3c(NC4CCCCC4)ncnc32)cc1
 : -3.7% | ? | 3.2% | -12.7%[10.9 µM]
> O=C(NCCCN1CCCC1=O)c1nnc(Cc2c(F)cccc2Cl)o1
 : -5.4% | -0.2% | -1.7% | -4.2%
> Cc1csc(=Nc2ccc(S(=O)(=O)N3CCOCC3)cc2)n1Cc1ccco1
 : -7.6% | 4.9% | 12.2% | -11.4%
> CC(C)Cn1c(=O)c2ccccc2n2c(CCC(=O)N3CCN(c4ccccc4F)CC3)nnc12
 : 5.6% | ? | 4.3% | -9.9%[10.9 µM]
> CC1CCC2C(=O)OC(CN3C(=O)c4ccccc4C3=O)CN2C1c1ccc(Br)cc1 (stereo unspecified)
 : 6.5%[9.22 µM] | · | -0.5%[9.22 µM] | ·
> COc1cc(C)nc(NS(=O)(=O)c2ccccc2)n1
 : 7.2% | 1.2% | -1.1% | 8.8%
> COCCCNC(=O)C1CCCN(C(=O)Nc2ccc(OC)cc2)C1 (stereo unspecified)
 : -12.1% | 0.2% | -1.9% | -5.2%
> C=CCSc1nnc(Cc2c(C)[nH]c3ccccc23)o1
 : -4.5% | -2.6% | 2.2% | -10.2%
> CCOc1ccc(S(=O)(=O)N(CC(=O)NCCc2ccc(OC)c(OC)c2)c2ccccc2)cc1
 : -1.5% | 4.1% | -2.7% | -15.3%[10.9 µM]
> CC(C)C(C(=O)Nc1cccnc1)N1C(=O)c2ccccc2C1=O (stereo unspecified)
 : 9.1% | 1.7% | 1.5% | 0.0%
> COC(=O)c1[nH]c2cc(OC)c(OC)cc2c1NC(=O)CN1CCN(Cc2ccccc2)CC1
 : -1.8% | -1.7% | -2.0% | -12.2%
> Cc1ccc(-n2nc3cc(C)c(NC(=O)c4cccnc4)cc3n2)cc1
 : 5.8% | · | -9.7% | ·
> CC(=O)c1cc(C#N)c(SCC(=O)OC(C)(C)C)nc1C
 : -11.7% | -3.2% | -10.3% | -14.9%
> COc1cccc(-c2nnc3sc(CN4CCCCC4)cn23)c1
 : -20.5% | -0.9% | 7.3% | -17.6%[10.9 µM]
> O=C(c1cccc(OC(F)F)c1)N1CCN(c2ncccn2)CC1
 : 7.1% | 0.1% | 8.3% | -8.5%

# Entries of single compounds from above. Values in the order: p53ts 39C kill | IkB signaling | p53ts 32C kill | Imprint erasure
# Listed for `COc1cc(C)nc(NS(=O)(=O)c2ccccc2)n1` → 7.2% | 1.2% | -1.1% | 8.8%
# Listed for `CC1CN(c2nc3ccccc3nc2C(C#N)C(=O)OC2CCCCC2)CC(C)O1` (stereo unspecified) → -2.3% | -1.9% | 0.8% | -5.2%
# Listed for `CC(=O)c1cc(C#N)c(SCC(=O)OC(C)(C)C)nc1C` → -11.7% | -3.2% | -10.3% | -14.9%

# The list goes on:
# Under each structure – p53ts 39C kill | IkB signaling | p53ts 32C kill | Imprint erasure
> Cc1nn(-c2ccccc2)c(OC(=O)c2ccc(Br)cc2)c1S(=O)(=O)c1ccccc1
 : -4.5% | 4.8% | 5.5% | 4.4%[10.9 µM]
> Cc1oc2ncnc(N3CCCCC3)c2c1C(=O)NCC1CCN(Cc2ccccc2F)CC1
 : -6.1% | -0.3% | -0.7% | 28.9%[10.9 µM]
> CC(C)Cc1nn2c(=O)cc(COC(=O)c3cccc(NC(=O)c4cccs4)c3)nc2s1
 : -5.8% | ? | -7.6% | -8.9%[10.9 µM]
> O=[N+]([O-])c1cccc(C=Nc2cc3c(cc2Br)OCCO3)c1
 : -2.2% | · | -12.7% | ·
